SENP7 block: blocks the human protease SENP7. Q9BQF6. recombinant SENP7, Z-RLRGG-aminoluciferin luminescence, 40 min. inhibition, % at 5 µM. 330,000 tested, 1.5% active;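 active means inhibition above about 50% at the single test dose, limit read from the data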;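 further: plate controls were DMSO with enzyme for no effect and no enzyme buffer wells for full effect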
SENP8 block-1: SENP8 protease inhibition. Q96LD8. purified SENP8, Z-RLRGG-aminoluciferin cleavage, luminescence. inhibition, % at 10 µM. 330,000 tested, 1.2% active. AID 2540; in the data active means inhibition above about 50%
UBC13 inh: inhibitors of human UBC13 polyubiquitin chain formation; P61088; TR-FRET; inhibition, % at 20 µM; 330,000 tested, 0.47% active; AID 485273; in the data active means inhibition above about 45%, passing the limit was not always enough
SENP1 FRET inh: blocks the human SENP1 SUMO protease catalytic domain; recombinant SENP1 catalytic domain, CyPet-SUMO1-YPet FRET cleavage; 360,000 tested, 0.21% active; inhibition, % at 10 µM; Q9P0U3;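 active means inhibition at least 30% at 10 µM, raw YFP signal under a set limit, fluorescence ratio 0.5 to 1.5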;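 further: 0% = enzyme with DMSO and 100% = no enzyme wells; some results filed as inactive read as strong as hits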
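Test system: recombinant human SENP1 catalytic domain, His6-tagged / Medium: pH 8 Tris buffer with EDTA, NaCl, BME, BSA, NP40, catalase / Also added: SUMO1 FRET substrate flanked by Cypet and Ypet, 25 nM / Times: 50 min reaction at room temperature / Signal: FRET, CFP and YFP emission / Control set: no-enzyme low control and enzyme-plus-DMSO high control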
Apaf-1 inh: inhibitors of human Apaf-1 apoptosome. O14727. reconstituted apoptosome caspase-3 activity, DEVD-Rh110 fluorescence. inhibition, % at 20 µM. 330,000 tested, 0.71% active. AID 489030; active means inhibition of at least 40% at 20 µM;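 further: plate controls were DMSO wells for no effect and DEVD-CHO caspase inhibitor wells for full effect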
Target sequence (O14727 whole entry, looked up): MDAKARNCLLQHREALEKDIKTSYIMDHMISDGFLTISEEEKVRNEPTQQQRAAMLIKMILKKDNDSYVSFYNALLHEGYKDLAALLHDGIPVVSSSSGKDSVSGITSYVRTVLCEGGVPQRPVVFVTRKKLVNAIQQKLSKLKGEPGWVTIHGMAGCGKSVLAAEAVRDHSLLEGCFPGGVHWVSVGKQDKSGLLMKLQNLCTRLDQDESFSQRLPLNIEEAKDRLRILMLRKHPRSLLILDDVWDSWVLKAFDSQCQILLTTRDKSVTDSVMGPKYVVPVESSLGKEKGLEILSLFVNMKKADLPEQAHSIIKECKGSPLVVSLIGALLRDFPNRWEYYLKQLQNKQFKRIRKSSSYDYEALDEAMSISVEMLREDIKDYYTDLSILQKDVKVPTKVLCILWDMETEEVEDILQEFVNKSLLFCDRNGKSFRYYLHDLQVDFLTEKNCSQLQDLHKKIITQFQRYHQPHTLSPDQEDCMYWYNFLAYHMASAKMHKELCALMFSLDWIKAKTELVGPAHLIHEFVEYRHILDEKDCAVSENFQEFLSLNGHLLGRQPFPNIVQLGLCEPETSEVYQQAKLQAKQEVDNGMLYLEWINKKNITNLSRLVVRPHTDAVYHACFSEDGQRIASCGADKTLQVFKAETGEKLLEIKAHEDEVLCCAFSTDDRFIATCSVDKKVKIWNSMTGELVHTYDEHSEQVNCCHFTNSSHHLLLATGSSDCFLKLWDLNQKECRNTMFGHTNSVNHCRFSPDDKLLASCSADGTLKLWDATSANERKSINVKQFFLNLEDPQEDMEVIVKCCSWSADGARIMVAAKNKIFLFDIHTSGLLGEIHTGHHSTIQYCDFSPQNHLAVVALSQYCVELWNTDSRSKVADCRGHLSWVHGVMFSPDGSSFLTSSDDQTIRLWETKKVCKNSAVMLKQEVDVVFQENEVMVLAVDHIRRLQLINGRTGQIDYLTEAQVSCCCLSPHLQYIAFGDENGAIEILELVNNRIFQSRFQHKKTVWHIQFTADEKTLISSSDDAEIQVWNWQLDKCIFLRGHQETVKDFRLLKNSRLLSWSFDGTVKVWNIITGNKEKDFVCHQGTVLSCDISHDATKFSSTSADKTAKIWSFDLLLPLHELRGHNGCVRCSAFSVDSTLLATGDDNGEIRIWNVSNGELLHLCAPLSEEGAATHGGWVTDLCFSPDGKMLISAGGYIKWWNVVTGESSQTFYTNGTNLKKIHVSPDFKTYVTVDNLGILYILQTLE
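System – cell-free apoptosome with Apaf-1, procaspase-3 and caspase-9 · Buffer or medium – pH 7.5 Hepes buffer with CHAPS, BSA, DTT · Also added – cytochrome c with DEVD-Rh110 · Times – 30 min compound preincubation, 50 min activation, room temperature · Technique – Rh110 fluorescence intensity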
A3G deaminase: APOBEC3G (human) deaminase inhibition. Q9HC16. recombinant A3G, ssDNA deamination FAM/TAMRA fluorescence. inhibition, % at 20 µM. 330,000 tested, 0.28% active. AID 493012;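 active means inhibition of at least 40% at 20 µM, with no more than 30% in the related APOBEC3A deaminase screen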;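 further: plate controls were DMSO wells with A3G for no effect and wells lacking A3G enzyme for full effect; some compounds called inactive have numbers as strong as hits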
SENP8 block-2: blocks human SENP8 cleavage of Nedd8 substrate | Q96LD8 | recombinant SENP8, Nedd8 substrate fluorescence | inhibition, % at 20 µM | 360,000 tested, 0.64% active | AID 602440; in the data active means inhibition mostly above about 40%, no sharp cut-off; inactive means mostly below about 27%
SENP6 inh: blocks the human protease SENP6. Q9GZR1. Recombinant SENP6 catalytic domain, aminoluciferin luminescence. inhibition, % at 10 µM. 330,000 tested, 1.8% active. AID 2599;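 active means inhibition above about 50% at the single tested dose, limit read from the data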;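 further: plate controls were DMSO wells with enzyme for no effect and DMSO wells lacking enzyme for full effect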
Active calls of the source: *.

Value order – SENP7 block, SENP8 block-1, UBC13 inh, SENP1 FRET inh, Apaf-1 inh, A3G deaminase, SENP8 block-2, SENP6 inh
> COc1ccc(OC(C)C(=O)Nc2cccnc2)cc1 (stereo unspecified)
→ 0, 7, 7, 1, -10, -7, 13, 5
> O=S(=O)(NCc1ccc(Cl)cc1)NCc1ccccc1F
→ 4, 8, 2, 1, 3, -5, 13, 1
> CCCOc1ccccc1OCC(=O)N1CCN(S(=O)(=O)c2ccc(Cl)cc2)CC1
→ -3, 5, 18, 1, 10, -1, 12, -1
> CCOC(=O)N1CCN(C(=O)c2ccc(CN(c3ccccc3)S(C)(=O)=O)cc2)CC1
→ -2, -4, 7, 2, 0, -1, 12, 1
> O=C(CSc1ccccn1)Nc1ccc2c(c1)oc1ccccc12
→ -7, -23, 4, 2, 24, -8, 12, -6
> COc1cccc(OCC(=O)NNC(=O)CCc2ccccc2)c1
→ -7, 1, 2, 2, -3, -4, 12, 14
> Cc1nn(CC(=O)NN)c(C)c1Br
→ -11, -10, -2, 0, -3, 4, 34, -32
> CC1CCCC(C)N1CCCNC(=O)CN1C(=O)c2cccnc2Oc2ccc(Cl)cc21 (stereo unspecified)
→ -15, -7, 7, 0, 4, -8, 13, -9
> Cc1cccc(NCN2C(=O)C3C4C=CC(C4)C3C2=O)c1 (stereo unspecified)
→ 7, -6, 4, 0, -19, -6, 18, -13
> CN(C)S(=O)(=O)c1cccc(NC(=O)c2ccc(-n3cncn3)c([N+](=O)[O-])c2)c1
→ 3, -1, -3, 2, -1, -3, 2, 5
> COc1ccc(NC(=O)CC2Nc3ccccc3NC2=O)c([N+](=O)[O-])c1 (stereo unspecified)
→ -30, 5, -28, 4, -17, -9, 40, 15
> CC(=O)NC(c1cc(Cl)c2cccnc2c1O)C(C)C (stereo unspecified)
→ -7, -9, -35, 1, 5, -9, 13, -17
> CCC1S/C(=N/C(=O)NC2CCCCC2)NC1=O (stereo unspecified)
→ -6, -2, 4, 2, -1, -1, 14, -17
> CCOP(=O)(OCC)C(NC(=O)Nc1ccc(Cl)c(Cl)c1)C(N)=O (stereo unspecified)
→ 0, -5, 11, 3, 8, -6, 14, 17
> COc1cc(C)c(/C=C(\C#N)C(=O)Nc2ccc(C)cc2)cc1C(C)C
→ -5, 3, -15, 1, 9, -4, 12, -9
> O=C(c1ccoc1)N1CCC2(CC1)Oc1ccc(F)cc1C(=O)C21CC(c2ccccc2)=NO1 (stereo unspecified)
→ -2, -17, 0, 0, 15, -6, 2, -24
> COc1ccc(OCC(O)CNC(=O)Nc2cc(F)ccc2C)cc1 (stereo unspecified)
→ -8, -10, 23, 1, 11, -4, 9, -24
> COC(=O)c1ccc(NC(=O)N2CCC(O)(c3cccnc3)CC2)cc1
→ 2, 0, 12, 2, 0, -5, 3, -6
> CCN(CC)S(=O)(=O)c1ccc(OC(C)C)c(NC(=O)C2=COCCO2)c1
→ -4, -4, -2, -2, 1, -9, 10, -7
> Cc1cc(=O)[nH]c(SCc2ccc(Cl)cc2)n1
→ 4, -20, 0, 3, -9, -5, 7, -18
> CCc1ccc(NC(=O)CNC(=O)[C@@H]2Cc3ccccc3CN2C(=O)OC(C)(C)C)cc1
→ 6, -6, -4, -1, 13, -3, 0, -2
> C/C(=N/NC(=O)c1ccc(Br)o1)c1ccncc1
→ -2, -8, 7, 3, -12, -11, 18, 2
> COc1cccc2cc(C(N)=O)oc12
→ 2, 8, 1, -11, -8, -9, -61, 2
> CCC(c1nnnn1Cc1ccccc1)N(Cc1cc2cc(OC)ccc2[nH]c1=O)CC1CCCO1 (stereo unspecified)
→ 3, 0, -1, -17, 9, -3, -428, -7
> Cc1ccc(N(CC(=O)NC2CCCC2)C(=O)CCC(=O)Nc2nccs2)c(C)c1
→ 2, 7, -2, 2, 8, -11, 15, 2
> CCC1Oc2ccc(C)cc2N(CC(=O)NCCCN2CCCCC2C)C1=O (stereo unspecified)
→ 7, 4, 3, 1, -6, -7, 0, 6
> O=C(COc1ccccc1[N+](=O)[O-])Nc1cc(Cl)ccc1C(=O)O
→ 4, -3, -9, 2, -4, -7, 8, -8
> O=C(CN1C(=O)COc2ccccc21)NCCC1=CCCCC1
→ 2, 1, 6, 1, -2, 0, 8, -2
> O=C(CCCN1C(=O)c2ccccc2C1=O)N1CCOCC1
→ -4, -10, -6, 2, -7, -9, 14, -15
> CC1(C)CC(=O)C(Sc2ccccc2C(=O)O)=C(O)C1
→ -5, -1, -17, 1, -6, 0, 10, -12

Carrying on.
Abbreviations: A = SENP7 block; B = SENP8 block-1; C = UBC13 inh; D = SENP1 FRET inh; E = Apaf-1 inh; F = A3G deaminase; G = SENP8 block-2; H = SENP6 inh
> Cc1ccc2nc(Cc3ccc(N)cc3)oc2c1
  A: 5	B: 2	C: 1	D: 1	E: -2	F: -4	G: 16	H: 8

> COC(=O)c1nc2n(n1)C(c1ccc([N+](=O)[O-])cc1)C(C(=O)Nc1ccc(Cl)cc1)=C(C)N2 (stereo unspecified)
  A: -4	B: -7	C: 15	D: 3	E: 4	F: -8	G: 18	H: -16

> C=CCc1cccc2ccc(=O)oc12
  A: -15	B: -8	C: -6	D: 3	E: -2	F: -4	G: 16	H: -25

> O=C(N1CCOCC1)C1(S(=O)(=O)c2ccccc2)CC=CC1
  A: 2	B: -8	C: -9	D: -1	E: 21	F: -9	G: 5	H: -10

> Cc1ccc(C)c(-c2nnc(NC(=O)CCS(=O)(=O)c3ccccc3)o2)c1
  A: 2	B: 8	C: -6	D: -5	E: 1	F: -8	G: -15	H: 4

> O=C(CNC(=O)c1ccc(Cl)cc1Cl)OCc1cn2cc(Br)ccc2n1
  A: 3	B: -4	C: 4	D: -2	E: -2	F: -7	G: 9	H: 9

> Cn1c(SCC(=O)Nc2ccc(F)cc2)nc2c([nH]c3ccccc32)c1=O
  A: 10	B: -14	C: -29	D: -1	E: -1	F: -7	G: -18	H: 4

> COc1ccc(-n2c(C)cc(C(=O)Cn3nc(C(=O)O)c4ccccc4c3=O)c2C)cc1
  A: 9	B: -8	C: 7	D: 2	E: 17	F: -8	G: -3	H: -31

> O=C(NC(NCc1ccccn1)(C(F)(F)F)C(F)(F)F)c1ccco1
  A: -8	B: -10	C: -6	D: -7	E: -12	F: -6	G: -6	H: -8

> C/C(N)=C(/C#N)C(=O)COC(=O)c1ccccc1O
  A: 5	B: -2	C: 4	D: 1	E: 0	F: 0	G: 12	H: -9

> Cc1ccccc1OCC(=O)N1CCCc2ccccc21
  A: 9	B: -12	C: 10	D: 3	E: -9	F: -8	G: 11	H: -4

> Cc1ccc(NC2CCCN(C(=O)c3ccccn3)C2)cc1C (stereo unspecified)
  A: 12	B: -12	C: -3	D: -2	E: -1	F: -6	G: -1	H: -2

> CC1(C)CC(N(Cc2ccc(F)cc2)C(=O)c2ccc(F)cc2)CCO1 (stereo unspecified)
  A: -3	B: 2	C: 18	D: -1	E: -17	F: -7	G: 16	H: -13

> O=c1c2ccccc2ncn1CCOc1ccccc1[N+](=O)[O-]
  A: -1	B: 0	C: 10	D: 1	E: -14	F: -5	G: 8	H: -11

> O=C(CC(c1ccccc1)c1cc(Cl)ccc1O)N1CCCC1 (stereo unspecified)
  A: -6	B: -5	C: -14	D: 3	E: 22	F: -3	G: 14	H: -4

> Cc1cc(/C=C2/NC(=O)NC2=O)c(C)n1-c1sc2c(c1C#N)CCCC2
  A: -3	B: -7	C: -4	D: 0	E: 14	F: -3	G: -59	H: 2

> CC(C)n1cnc2c(=S)nc[nH]c21
  A: -7	B: -17	C: 5	D: 2	E: -1	F: -6	G: -25	H: -35

> COc1cccc(NC(=O)CN(C)C(=O)CCNS(=O)(=O)c2ccc(C)cc2)c1
  A: 0	B: 2	C: 3	D: 0	E: -3	F: -7	G: 7	H: 0

> O=c1cc(Nc2ccc3c(c2)OCO3)[nH]c(=O)n1-c1ccc(Br)cc1
  A: 7	B: 6	C: -24	D: -83	E: -11	F: 0	G: -55	H: 1

> CC(C)CCNC(=O)C(c1ccc(O)cc1)N(C(=O)C1COc2ccccc2O1)c1cccc(O)c1 (stereo unspecified)
  A: 4	B: 5	C: 5	D: 3	E: 8	F: 4	G: 0	H: -1

> COCCCNC(=O)c1c(NC(=O)c2cccs2)sc2c1CCCC2
  A: -2	B: 2	C: 27	D: -12	E: 8	F: -3	G: -329	H: 3

> CCC(C)N(C(=O)CSc1ncnc2c1cnn2-c1ccccc1)C1CCS(=O)(=O)C1 (stereo unspecified)
  A: 13	B: 28	C: 10	D: -3	E: 3	F: -5	G: -10	H: 22

> Cc1nn(-c2ccccc2)c(C)c1NC(=O)COC(=O)/C=C/c1ccccc1
  A: -16	B: -15	C: -6	D: 2	E: 14	F: -5	G: 13	H: -17

> CCOc1c(OC(C)=O)ccc(/C=C2\N=C(SCC)SC2=O)c1[N+](=O)[O-]
  A: 3	B: -14	C: -88	D: 2	E: 9	F: -2	G: 39	H: 12

> COc1ccc(Sc2nc3ccccc3n3c(C(F)(F)F)nnc23)cc1
  A: 6	B: -4	C: 38	D: -7	E: 0	F: -6	G: -74	H: -21

> COc1ccc(NC(=O)Cn2c3ccc(OC)cc3c3nc4n(c(=O)c32)CCS4)cc1
  A: -10	B: -5	C: 31	D: -7	E: -4	F: -3	G: -426	H: -1

> COc1ccc(CC(=O)OCC(=O)N(C)C2CCS(=O)(=O)C2)cc1OC (stereo unspecified)
  A: -9	B: 4	C: -5	D: 1	E: 0	F: -1	G: 6	H: -1

> Cn1cccc1-c1nc2ccc(NC(=O)c3ccc([N+](=O)[O-])cc3)cc2[nH]1
  A: 11	B: 0	C: -12	D: 1	E: 5	F: 2	G: 13	H: -20

> O=C(CN1C(=O)NC2(CCCCCCC2)C1=O)Nc1ccc(OC(F)F)cc1
  A: -1	B: -1	C: 14	D: 0	E: -4	F: -5	G: 5	H: -15

> COc1ccc(OC)c(C(O)CNC(=O)CN)c1 (stereo unspecified)
  A: 5	B: 0	C: 11	D: 0	E: -11	F: -5	G: 9	H: 9

> CC(C)CN(C(=O)CSc1nnnn1C)C1CCS(=O)(=O)C1 (stereo unspecified)
  A: -10	B: -9	C: -8	D: 1	E: 1	F: -8	G: 16	H: -15

> CCC(C(=O)Nc1ccncc1)c1ccccc1 (stereo unspecified)
  A: 3	B: -7	C: 7	D: 1	E: 3	F: -6	G: 7	H: -7
